From PubChem
N370S GC mod: qHTS Assay for Inhibitors and Activators of N370S glucocerebrosidase as a Potential Chaperone Treatment of Gaucher Disease; Lysosomal acid glucosylceramidase (Homo sapiens), P04062; N370S GC spleen homogenate, 4MU-glucoside fluorescence; Potency, µM (highest dose often 59.4 µM), for inactives: at the top dose activity change, negative = inhibition, most hits filed as inhibitors; actives 0.092% (n = 330,000); active = well fitted inhibition curve with a large enough effect; inconclusive = small, poorly fitted or top-dose-only effect, or effect the other way, or another doubt; inactive = no such curve, though single readings can be large or run the other way;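 note: 0% = full enzyme activity and -100% = no enzyme basal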
* hit, by the source's call; ? = inconclusive; & = joins results of further samples; [ ] = dose if it differs, or a comment. Potency is the fitted concentration of half-maximal effect. A portion of the library (hit frequency here may not be typical).

canonical_smiles	N370S GC mod
CN1C(=O)C(Cc2c[nH]c3ccccc23)C(=O)N(C)C1=O	-13%
CC1Cc2cc3c(cc2C(c2ccc(N)cc2)=NN1)OCO3 (stereo unspecified)	2%
CC/C=C\C[C@@H](/C=C/C=C\C/C=C\C/C=C\CCCC(=O)O)OO	-11%
Cc1cc(OC(=O)N(C)C)nn1C(=O)N(C)C	-5%
CCCCOCCOP(=O)(OCCOCCCC)OCCOCCCC	-9%
O=C(O)c1ccccc1NC(=O)C1C2CCC(O2)C1C(=O)O (stereo unspecified)	2%
CO/C1=C\C(C)=C\[C@@H](C)[C@@H](O)[C@H](C)C/C(C)=C/C=C/[C@H](OC)[C@H]([C@@H](C)[C@@H](O)[C@H](C)[C@H]2C[C@@H](O)[C@H](C)[C@@H](C(C)C)O2)OC1=O	9%
COc1ccc(/C=C2/C(=O)NC(=O)N(Cc3ccco3)C2=O)cc1	7%
CCCCC1C(=O)NC(=S)NC1=O	-7%
Cc1ncc2n1-c1ccc(Cl)cc1C(c1ccccc1F)=NC2O (stereo unspecified)	-14%
O=C1CCC[C@H]2[C@@H]3CCCN4CCC[C@H](CN12)[C@H]34	-5%
N#CSCSC#N	-4%
O=C1NC(=O)N(Cc2ccccc2)C(=O)/C1=C/c1cnn(-c2ccccc2)c1	-12%
NCC#Cc1ccccc1	3%
C#CCO	2%
ClCC1C(CCl)C2(Cl)C(Cl)=C(Cl)C1(Cl)C2(Cl)Cl (stereo unspecified)	-5%
ClCBr	-5%
CNC(=O)[C@@H]1C[C@H]1[C@@H](NP(=O)(c1ccccc1)c1ccccc1)c1ccccc1	8%
CC[C@@H]1CN2CCc3cc(OC)c(OC)cc3[C@H]2C[C@@H]1C[C@@H]1NCCc2cc(O)c(OC)cc21	-4%[21.6 µM]
c1ccc([Se]c2c(-c3ccccc3)[se]c3ccccc23)cc1	-1%
CN(C)[C@@H]1C(=O)C(C(N)=O)=C(O)[C@]2(O)C(=O)C3=C(O)c4c(O)ccc(Cl)c4[C@](C)(O)[C@H]3C[C@@H]12	-18%[21.6 µM]
CCCC1(CCC)C(=O)NC(=Nc2ccc(C)cc2)NC1=O	4%
CC(C)(O)c1[se]c2ccccc2c1I	17%[89.1 µM]
COc1ccc(N2C(=O)NC(=O)/C(=C/c3ccc(N4CCOCC4)cc3)C2=O)cc1	3%
CCCOCCN(C(=O)CCl)c1c(CC)cccc1CC	-4%
CCN(CC)C(=O)N[C@@H]1C=C2c3cccc4[nH]cc(c34)C[C@H]2N(C)C1	-10%
[O-][Cl+]O	-7%
CN1C2CC(=O)CC1C(O)C2 (stereo unspecified)	-1%
O=S(=O)(Cl)c1ccccc1	-5%
CCCN1CCC[C@@H](c2cccc(C#N)c2)C1	0%
CCOC(=O)c1sc(N=Nc2c(O)[nH]c(=O)[nH]c2=O)c(C(=O)OCC)c1C	19%
CCCCC/C=C\C/C=C\C/C=C\C/C=C\CCCC(=O)NC1CC1	5%
Cc1ccc2nc3sc(=O)sc3nc2c1	-12%
CSC(=S)NCc1c[nH]c2ccccc12	-12%&-1%
Cc1ccc(NC(=O)N(C)C)cc1Cl	-2%
CN1C(=O)C(=Cc2ccc(N(C)C)c([N+](=O)[O-])c2)C(=O)N(C)C1=O	6%
CCCCOCC1CO1 (stereo unspecified)	24%
C[C@H](NC(C)(C)C)C(=O)c1cccc(Cl)c1	6%[21.6 µM]
COc1cc(CC(=O)OCC2=C[C@H]3[C@@H]4C(C)(C)[C@]4(OC(C)=O)[C@H](OC(=O)Cc4ccccc4)[C@@H](C)[C@]3(O)[C@@H]3C=C(C)C(=O)[C@@]3(O)C2)ccc1O	1%
COC(=O)C[C@@](O)(CCC(C)(C)O)C(=O)O[C@@H]1C(OC)=C[C@]23CCCN2CCc2cc4c(cc2[C@@H]13)OCO4	-1%
CCCCC1(C2CCCC2)Cc2cc(OCCCC(=O)O)c(Cl)c(Cl)c2C1=O (stereo unspecified)	-8%&28%
C[C@H]1CCCC=CC2C[C@H](O)C[C@@H]2[C@H](O)/C=C\C(=O)O1 (stereo partly specified)	-6%
O=C(O)c1cc([N+](=O)[O-])cc([N+](=O)[O-])c1O	-12%
c1ccc(N=NNc2ccccc2)cc1	-2%
CCCCCCCC/C=C\CCCCCCCC(=O)OC[C@@H](COP(O)(O)=S)OC	1%

Retrieved by compound from above, four records:
canonical_smiles	N370S GC mod
C[C@H](NC(C)(C)C)C(=O)c1cccc(Cl)c1	6%[21.6 µM]
CCCCOCC1CO1 (stereo unspecified)	24%
CN1C(=O)C(=Cc2ccc(N(C)C)c([N+](=O)[O-])c2)C(=O)N(C)C1=O	6%
C[C@H]1CCCC=CC2C[C@H](O)C[C@@H]2[C@H](O)/C=C\C(=O)O1 (stereo partly specified)	-6%

The list continues:
canonical_smiles	N370S GC mod
C[C@@H]1Cc2c(Cl)cc(C(=O)N[C@H](Cc3ccccc3)C(=O)O)c(O)c2C(=O)O1	?
N#CC(C#N)=NNc1cccc(Cl)c1	-21%
CCOC(=O)CCN(SN(C)C(=O)Oc1cccc2c1OC(C)(C)C2)C(C)C	0%
CC(C)CON=O	-2%
Cc1cccc(C)c1	?
Cl/C=C/CCl	2%
O=[N+]([O-])c1ccc(N2CCNCC2)cc1NC1CC1	?
O=C1NC(=S)NC(=O)C1C(=O)Nc1ccccc1	9%
Cc1occc1C(=O)Nc1ccccc1	-2%
C=C(CC1(C(C)NP(=O)(c2ccccc2)c2ccccc2)CC1)c1ccccc1 (stereo unspecified)	20%
O=c1c2cc([N+](=O)[O-])ccc2nc(CN2CCOCC2)n1-c1ccccc1F	?
Clc1ccccc1	-10%
O=C(Cl)OCc1ccccc1	7%
OCC(O)[C@H]1O[C@@H]2O[C@H](C(Cl)(Cl)Cl)O[C@@H]2[C@H]1O (stereo partly specified)	-4%
CNC(=S)S	-7%
C[N+]1([O-])[C@@H]2CC(OC(=O)[C@@H](CO)c3ccccc3)C[C@@H]1[C@H]1O[C@H]12 (stereo partly specified)	0%[21.6 µM]
CCOC(=O)C1OC1(C)c1ccccc1 (stereo unspecified)	4%
CC(=O)C(O)C(c1ccccc1)c1c(O)c2ccccc2oc1=O (stereo unspecified)	-2%
C[C@@H]1C[C@@H]2[C@H]([C@H]3C=C(COC(=O)c4ccccc4)[C@@H](O)[C@]4(O)[C@@H](O)C(OC(=O)c5ccccc5)=C[C@@]14C3=O)C2(C)C	-3%
COc1ccc(OC)c([C@H](O)[C@H](C)N)c1	2%[21.6 µM]
C[C@@H](NC(=O)[C@@H](N)Cc1ccc(O)cc1)C(=O)NCC(=O)N(C)[C@@H](Cc1ccccc1)C(=O)NCCO	0%
CCOC(=O)N(C)C(=O)CSP(=S)(OCC)OCC	-5%
COC(=O)C(O)C(O)(CCC(C)C)C(=O)OC1C(OC)=CC23CCCN2CCc2cc4c(cc2C13)OCO4 (stereo unspecified)	12%
Oc1ccc2c3c1OC1C(O)CC[C@@]4(O)[C@@H](C2)N(CC2CCC2)CC[C@]314 (stereo partly specified)	5%
CC(Cc1ccc(C(C)(C)C)cc1)CN1CC(C)OC(C)C1 (stereo unspecified)	-3%
CC[C@]12C=CCN3CC[C@@]4(c5ccc(OC)cc5N(C)[C@H]4[C@@](O)(C(=O)OC)[C@@H]1OC(C)=O)C32 (stereo partly specified)	-7%
CCCCCCCCCCCCCCC[C@@H](O)[C@@H](N)COP(=O)(O)O	12%
C#Cc1cccc2c1c(C(=O)c1ccc(Cn3c(C)nc4cnccc43)c(F)c1)cn2C(=O)N(C)C	-4%
CN[C@@H]1C[C@H]2O[C@@](C)([C@@H]1OC)n1c3ccccc3c3c4c(c5c6ccccc6n2c5c31)C(=O)NC4	-17%
Brc1cccc(-c2ccccc2)c1	4%
Cc1ccc(/C=C2/C(=O)NC(=O)N(Cc3ccc(F)cc3)C2=O)o1	5%
O=C1NO[C@H]2[C@@H]1CN[C@@H]2C(=O)O	-9%
CCCCCC[C@H]1C(=O)O[C@H](C)[C@H](NC(=O)c2cccc(NC=O)c2O)C(=O)O[C@@H](C)[C@H]1OC(=O)CC(C)C	3%[21.6 µM]
CCCSP(=S)(OCC)Oc1ccc(Cl)cc1Cl (stereo unspecified)	-2%
CC(=O)[C@H]1CCC2C3CC[C@H]4C[C@H](O)CC[C@]4(C)C3CC[C@@]21C (stereo partly specified)	11%
Cc1cc(OCC(=O)Nc2cc(C)nn2-c2ccccn2)c2c3c(c(=O)oc2c1)CCC3	7%
CO[C@H]1C=C2CCN(C)[C@@H]2[C@@H]2c3cc4c(cc3C(=O)O[C@H]21)OCO4	6%[21.6 µM]
CN[C@H]1C[C@H]2O[C@@](C)([C@H]1OC)n1c3ccccc3c3c4c(c5c6ccccc6n2c5c31)C(=O)NC4	-12%
COC(=O)C12C/C=C\Cc3ccccc3[C@@H]1CNC2=O (stereo partly specified)	-1%
CC(=O)OCC1=C[C@H]2[C@@H]3C(C)(C)[C@]3(OC(=O)Cc3ccccc3)C[C@@H](C)[C@]2(O)[C@@H]2C=C(C)C(=O)[C@@]2(O)C1	?
[O-][Br+2]([O-])O	-16%&2%
Nc1ccc([N+](=O)[O-])cc1[N+](=O)[O-]	-9%
Ic1c(C2=CCCCC2)[se]c2ccccc12	-4%[89.1 µM]
Clc1nc(Cl)nc(Nc2ccccc2Cl)n1	-11%
Nc1c([N+](=O)[O-])ccc(Oc2ccccc2)c1Cl	-8%
CCN(CC)C(=O)N[C@H]1C=C2c3cccc4[nH]cc(c34)C[C@@H]2N(C)C1	6%[21.6 µM]
C[C@@H]1O[C@@H](O[C@H]2C[C@@H](O)[C@]3(CO)[C@H]4[C@H](O)C[C@]5(C)[C@@H]([C@@H]6COC(=O)C6)CC[C@]5(O)[C@@H]4CC[C@]3(O)C2)[C@H](O)[C@H](O)[C@H]1O	2%
O=C(O)c1cccc(Cl)c1	-7%
Cc1ccc([N+](=O)[O-])cc1C	1%
Nc1ccc(-c2ccc(N)c(Cl)c2)cc1Cl	6%
NS(=O)(=O)c1ccc(-c2ccc(C=C3C(=O)NC(=S)NC3=O)o2)cc1	-7%
CN1C2CCCC1CC(=O)C2	-1%
CCCCOC(C)=O	-9%
Nc1nccc(-c2c(-c3ccc(F)cc3)ncn2C2CCNCC2)n1	-3%
C=C(C)[C@@]12OC3(c4ccccc4)O[C@@H]1[C@@H]1[C@@H]4O[C@]4(CO)[C@@H](O)[C@]4(O)C(=O)C(C)=C[C@H]4[C@@]1(O3)[C@H](C)[C@H]2OC(=O)/C=C/C=C/c1ccccc1	1%
CCOC(=O)CC(SP(=O)(OC)OC)C(=O)OCC (stereo unspecified)	-1%
O=C(O)C1C2CCC(O2)C1C(=O)O (stereo unspecified)	-2%
CC(=O)CC(c1ccc(O)cc1)c1c(O)c2ccccc2oc1=O (stereo unspecified)	-7%
COP(=O)(OC)[C@@H](O)C(Cl)(Cl)Cl	-4%[21.6 µM]
O=Cc1ccc(Cl)cc1Cl	8%

Next part:
canonical_smiles	N370S GC mod
CC(Cc1ccc(C(C)(C)C)cc1)CN1CCCCC1 (stereo unspecified)	-4%
C[C@@H]1O[C@H](O[C@@H]2CC[C@@]3(C=O)[C@H]4CC[C@@]5(C)[C@@H](C6=CC(=O)OC6)CC[C@@]5(O)[C@@H]4CC[C@]3(O)C2)C[C@H](O)[C@@H]1O	15%[21.6 µM]
NC(=O)c1ccc(C(=O)Nc2ccc([As](=O)(O)O)cc2)cc1	2%
COc1ccc(C2N3CC(C)(C)CN23)cc1 (stereo unspecified)	0%
CC1(C)[C@H](C(=O)O[C@H](C#N)c2cccc(Oc3ccccc3)c2)[C@@H]1C=C(Br)Br	-14%
CCN1C(=O)NC(=O)/C(=C\c2ccc(N3CCOCC3)cc2OC)C1=O	17%
CCN[C@]1(c2cccs2)CCCCC1=O	2%[21.6 µM]
C[N+]1(C)CCc2cc3c(cc2C1C1OC(=O)c2c1ccc1c2OCO1)OCO3 (stereo unspecified)	-1%&-3%
CN1C(=O)N(C)C(=O)C2(Cc3c(nc4ccccn4c3=O)N3CCC(Cc4ccccc4)CC32)C1=O (stereo unspecified)	9%
CC[N@+]1(C)CCC[C@@H](OC(=O)C(O)(c2ccccc2)c2ccccc2)C1	-2%[21.6 µM]
C=C1C/C(=C\C)C(=O)O[C@@H]2CCN3CC=C(COC(=O)[C@@]1(C)O)[C@H]23	-7%[21.6 µM]
COC(=O)/C=C/C(=O)N[C@@H]1CC[C@@]2(O)[C@H]3Cc4ccc(O)c5c4[C@@]2(CCN3CC2CC2)[C@H]1O5	-2%
CCOC(=O)c1c(/N=C/C2C(=O)NC(=S)NC2=O)sc(C)c1C	2%
CC([C@H](O)c1ccccc1)N(C)C (stereo partly specified)	-2%
C[C@@H]1C[C@H]2OC(=O)C3(CO3)[C@H]2[C@H](O)[C@]2(C)C(=O)C3OC3[C@@H]12 (stereo partly specified)	11%
COC(=O)[C@H]1C(=O)c2ccccc2O[C@@](C(=O)OC)(c2ccccc2)[C@@H]1c1ccccc1	-5%[12.8 µM]
C[C@@]12CC[C@H]3[C@@H](CC[C@@H]4C[C@H]5S[C@H]5C[C@]43C)[C@H]1CC[C@H]2O	12%[21.6 µM]
CC(C)=CCCN1CCC(NC(=O)C(O)(c2ccccc2)C2CCCC2)CC1 (stereo unspecified)	-8%
ClC(Cl)=C(Cl)Cl	-11%&-1%
Oc1ccc2c3c1O[C@H]1[C@@H](O)CC[C@]4(O)[C@H](C2)N(CC2CCC2)CC[C@@]314	-20%[21.6 µM]
